# Mdm2-MdmX inh: inhibitors of human Mdm2/MdmX interaction. O15151+Q00987. SaOS-2 split-luciferase Mdm2/MdmX complementation, luminescence. inhibition, % at 8 µM. 330,000 compounds, 3% hits. AID 485346;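 active = inhibition of at least 50% at 8 µM in the primary screen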
# CXCR6 inh: blocks human CXCR6 beta-arrestin recruitment. 360,000 compounds, 0.36% hits. inhibition, % at 20 µM. CHO-K1 PathHunter CXCR6 beta-arrestin, luminescence. O00574; in the data active = inhibition above about 34%, passing the limit was not always enough;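 note: antagonist mode with CXCL16 agonist at 10 nM final; 0% = 10 nM CXCL16 with DMSO and 100% = unstimulated wells without agonist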
# CCR6 antag: CCR6 (human) receptor antagonism. AID 493098. inhibition, % at 20 µM. P51684. CHO-K1 CCR6 PathHunter beta-arrestin, luminescence, CCL20-stimulated. 340,000 compounds, 0.49% hits;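 active = compounds whose inhibition of the agonist-driven luminescence signal at 20 µM reaches about 50%, limit read from the data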;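 note: cells stimulated with CCL20 at 14 nM final; plate controls were DMSO with CCL20 for no effect and DMSO without agonist for full effect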
# Target sequence (P51684 whole entry, looked up): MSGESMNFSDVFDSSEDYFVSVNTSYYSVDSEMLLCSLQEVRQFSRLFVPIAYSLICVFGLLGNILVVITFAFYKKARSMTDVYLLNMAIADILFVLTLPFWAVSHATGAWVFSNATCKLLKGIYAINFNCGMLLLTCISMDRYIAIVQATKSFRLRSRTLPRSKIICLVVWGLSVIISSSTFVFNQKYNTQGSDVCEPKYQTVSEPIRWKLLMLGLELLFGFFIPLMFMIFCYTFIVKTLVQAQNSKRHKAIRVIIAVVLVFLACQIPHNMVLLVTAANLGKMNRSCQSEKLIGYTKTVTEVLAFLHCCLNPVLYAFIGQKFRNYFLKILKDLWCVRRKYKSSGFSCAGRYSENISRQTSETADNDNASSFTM
# EBI2 antag: EBI2 (human) antagonism | P32249 | EBI2 beta-arrestin recruitment, luminescence, 7a,25-OHC stimulated | inhibition, % at 5 µM | 360,000 compounds, 0.81% hits; in the data active = inhibition above about 38%;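 note: enzyme fragment complementation signal reports receptor beta-arrestin coupling in cells; 0% = agonist plus DMSO wells and 100% = wells without agonist; some results beyond the cut were filed as inactive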
# Target sequence (P32249 whole entry, looked up, the tested form may be a part): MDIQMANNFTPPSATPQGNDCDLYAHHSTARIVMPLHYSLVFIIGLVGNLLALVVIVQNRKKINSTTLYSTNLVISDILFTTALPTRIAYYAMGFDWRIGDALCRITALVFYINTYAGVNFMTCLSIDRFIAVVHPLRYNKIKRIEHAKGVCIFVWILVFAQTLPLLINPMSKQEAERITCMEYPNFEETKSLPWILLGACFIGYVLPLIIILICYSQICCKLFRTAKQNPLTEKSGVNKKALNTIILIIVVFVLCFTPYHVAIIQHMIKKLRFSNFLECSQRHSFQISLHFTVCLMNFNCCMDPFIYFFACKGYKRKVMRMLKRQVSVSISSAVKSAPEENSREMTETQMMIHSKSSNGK
# UPR CHOP act: apoptotic UPR (CHOP) activation. CHO-CHOP luciferase reporter, luminescence; percent of tunicamycin response over DMSO baseline. activation, % at 10 µM. 330,000 compounds, 0.34% hits. AID 449763;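 active = at 10 µM dose, activation of 40% or more, normalized to positive control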;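 note: 100% = tunicamycin at 10 µg/mL and 0% = DMSO alone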
#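 Test system: CHO CHOP reporter cells. Input: 500 CHO-CHOP cells per well. Medium: F12 with 10% FBS. Technique: luciferase luminescence. Measure: percent activation relative to tunicamycin control. Dosing: 10 µM compound, 0.5% DMSO. Timing: 16-18 h cell attachment, then 6 h compound exposure, 37 °C.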
# APJ antag: antagonists of human APJ apelin receptor; CHO-K1 APJ beta-arrestin complementation, luminescence; inhibition, % at 20 µM; 330,000 compounds, 0.32% hits;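 active = inhibition above about 40% at 20 µM, limit read from the data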;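 note: cells challenged with 10 nM apelin-13 agonist together with compound; plate controls were apelin-13 plus DMSO wells for no effect and DMSO wells lacking apelin-13 for full effect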
# Target sequence (P35414 whole entry, looked up): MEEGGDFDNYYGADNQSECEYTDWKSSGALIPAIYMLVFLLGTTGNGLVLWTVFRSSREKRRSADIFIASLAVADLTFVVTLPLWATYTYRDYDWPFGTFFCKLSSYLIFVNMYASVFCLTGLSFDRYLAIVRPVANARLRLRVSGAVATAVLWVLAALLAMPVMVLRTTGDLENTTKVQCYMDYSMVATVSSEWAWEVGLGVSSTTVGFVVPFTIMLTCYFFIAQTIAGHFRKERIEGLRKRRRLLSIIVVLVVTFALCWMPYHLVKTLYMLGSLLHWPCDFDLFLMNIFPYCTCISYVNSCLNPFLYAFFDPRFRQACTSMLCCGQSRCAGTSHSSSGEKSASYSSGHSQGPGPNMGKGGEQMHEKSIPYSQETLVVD
# tim23-1 inh: tim23-1 yeast growth inhibition. S. cerevisiae tim23-1 growth, BacTiter-Glo luminescence, 24 h. inhibition, % at 20 µM. 330,000 compounds, 1.3% hits. AID 463212;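 active = growth inhibition of the mutant yeast at or above 50%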;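 note: temperature-sensitive mutant grown at 25 °C; plate controls were DMSO-treated mutant yeast for no effect and medium wells lacking yeast for full effect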
# UPR XBP1 act: activators of adaptive arm of unfolded protein response (XBP1); CHO-XBP1 luciferase reporter, IRE1-XBP1 UPR activation, luminescence; percent of tunicamycin response, DMSO as zero; activation, % at 20 µM; 330,000 compounds, 0.33% hits; AID 463104;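 active = versus positive control, 20 µM dose yields 30% or more activation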;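 note: 100% = tunicamycin at 10 µg/mL and 0% = DMSO only wells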
#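 Material: IRE1-XBP1 luciferase reporter CHO line / Quantity: one thousand reporter cells per well / Buffer or medium: F12 with 10% serum / Compound: 20 µM single concentration, DMSO 1% / Times: 6 h treatment, 37 °C / Detection: Steady-Glo luciferase glow luminescence, 10 min after reagent addition / Benchmarks: tunicamycin high, DMSO low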
# APJ agonist: agonists of human APJ apelin receptor; CHO-K1 APJ PathHunter beta-arrestin, luminescence; 0% DMSO wells, 100% apelin; activation, % at 20 µM; 330,000 compounds, 0.11% hits; AID 2520;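 active = activation more than six SD over the plate average, tested at 20 µM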;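 note: 0% = DMSO alone and 100% = apelin-13 at 10 nM; some results filed as inactive read as strong as hits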
#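 Assay system – PathHunter CHO-K1 APJ (AGTRL-1) beta-arrestin reporter cells · Compound – one dose, 20 µM compound, 1% DMSO · Timing – compound 90 min 25 °C, reagent 1 h · Measured by – luminescence from split beta-galactosidase complementation, Galacton Star/Emerald II substrate · Measure – beta-arrestin recruitment to APJ as agonist activity, luminescent signal · Benchmarks – DMSO vs Apelin-13 10 nM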
# Active calls of the source: *; . = no result given. An excerpt. The share of hits here may be higher or lower than overall.
Compound	CXCR6 inh	UPR CHOP act	EBI2 antag	tim23-1 inh	CCR6 antag	APJ agonist	APJ antag	UPR XBP1 act	Mdm2-MdmX inh
O=C1c2cccc3c(Nc4ccccc4Cl)c([N+](=O)[O-])cc(c23)C(=O)N1CCO	40*	-0.1	13	42	65*	-7	53*	-3	22
CC(=O)Nc1ccc(NC(=O)c2ccc(NS(=O)(=O)c3cccc4cccnc34)cc2)cc1	-2	0.6	-24	2	6	0	1	3	-6
COc1ccc(NC(=O)CSc2nnc(-c3ccncc3)n2C)cc1	-6	-1.2	0	10	11	-2	7	2	0
COC(=O)/C(=C/c1ccc2c(c1)c1ccccc1n2C)NC(=O)c1ccccc1	1	4.3	-7	25	2	-1	12	0	-23
COc1cccc(NC(=O)CCC2CCN(C(=O)Cc3cccc(F)c3)CC2)c1	0	1.9	8	20	16	10	18	-2	3
Cn1ncc2c(Nc3cccc(Cl)c3)nc(Nc3cccc(Cl)c3)nc21	-18	2.8	8	43	-25	5	-8	5	50*
CCN(CC)C(=O)[C@H]1C[C@H](CC(=O)NC/C=C(\C)CCC=C(C)C)C(=O)N2CCc3c([nH]c4cc(CCC(=O)N(C)C)ccc34)[C@]12C	-1	6.0	15	34	11	.	.	4	68*
COc1ccc(CCNC(=O)c2ccc3c(c2)SC2=NS(=O)(=O)CCN23)cc1	-5	-2.4	-3	-4	6	0	-12	-2	15

# Other records:
Compound	CXCR6 inh	UPR CHOP act	EBI2 antag	tim23-1 inh	CCR6 antag	APJ agonist	APJ antag	UPR XBP1 act	Mdm2-MdmX inh
Cc1[nH]c2ccccc2c1C(=O)CSC(=S)N1CCN(C)CC1	0	1.8	-4	24	9	7	-37	0	9
Cc1cc(SCC(=O)c2ccccc2)nc(C)n1	-2	6.0	-4	4	-7	2	-7	0	-47
CCOC(=O)C1CCCN(c2c(NCCN3CCCCC3C)c(=O)c2=O)C1 (stereo unspecified)	3	-1.9	-3	0	8	-3	-11	-2	-26
COc1cccc(NC(=O)CN(C)C(=O)/C=C/c2ccc3ccccc3n2)c1	-4	0.2	-4	9	2	2	6	-3	30
Cc1cc(C)nc(SC(C)C(=O)O)n1 (stereo unspecified)	0	1.8	-1	13	2	1	-7	0	-9
COc1ccc(NS(=O)(=O)c2ccc(C(=O)N3CCCCCC3)cc2)cc1	-1	-0.3	1	12	4	-1	-5	-1	32
CNC(=O)NC(=O)CSc1nc2cc(C(=O)OC)ccc2c(=O)n1-c1ccccc1	-6	-1.2	-11	4	8	1	27	0	-3
COCCN(Cc1cn(C)nc1-c1ccc(Oc2ccccc2)cc1)C(C)C	10	-0.5	9	-3	17	-3	10	-1	24

# Compound profiles (already shown). Order of values: CXCR6 inh	UPR CHOP act	EBI2 antag	tim23-1 inh	CCR6 antag	APJ agonist	APJ antag	UPR XBP1 act	Mdm2-MdmX inh
# Cn1ncc2c(Nc3cccc(Cl)c3)nc(Nc3cccc(Cl)c3)nc21 is listed with -18	2.8	8	43	-25	5	-8	5	50*
# CNC(=O)NC(=O)CSc1nc2cc(C(=O)OC)ccc2c(=O)n1-c1ccccc1 is listed with -6	-1.2	-11	4	8	1	27	0	-3
# COc1ccc(NS(=O)(=O)c2ccc(C(=O)N3CCCCCC3)cc2)cc1 is listed with -1	-0.3	1	12	4	-1	-5	-1	32
# COc1cccc(NC(=O)CCC2CCN(C(=O)Cc3cccc(F)c3)CC2)c1 is listed with 0	1.9	8	20	16	10	18	-2	3
# Cc1cc(C)nc(SC(C)C(=O)O)n1 (stereo unspecified) is listed with 0	1.8	-1	13	2	1	-7	0	-9

# Additional structures.
Compound	CXCR6 inh	UPR CHOP act	EBI2 antag	tim23-1 inh	CCR6 antag	APJ agonist	APJ antag	UPR XBP1 act	Mdm2-MdmX inh
O=c1c(/C=N/O)c(Nc2ccccc2)nc2ccccn12	2	2.5	4	25	16	-3	11	1	40
CCC(C(=O)OCC(=O)N1CCN(S(=O)(=O)c2ccc(C)cc2C)CC1)c1ccccc1 (stereo unspecified)	-2	0.9	13	22	15	-3	-6	-3	14
CCOc1ccc(CC(=O)N2CCN=C2SC)cc1	1	1.2	-3	20	-13	1	4	0	8
FC(F)(F)c1cccc(-c2nn[nH]n2)c1	-4	0.8	1	5	10	-1	-2	0	38
Cc1cc(C)nc(NS(=O)(=O)c2ccc(NC(=O)c3ccc4c(c3)OCO4)cc2)n1	-6	2.0	2	13	-1	-1	1	-1	-10
O=C(Nc1cc(Cl)cc(Cl)c1)c1cnn2cccnc12	-1	1.3	8	-3	9	-3	12	2	37
CC(=O)Nc1nonc1-c1ccccc1	2	-2.0	-3	8	13	-4	12	-5	6
Cc1c(O)nc(SC2CC(=O)N(c3ccccc3)C2=O)[nH]c1=O (stereo unspecified)	11	0.5	-3	15	20	2	-4	1	12

# More results:
Compound	CXCR6 inh	UPR CHOP act	EBI2 antag	tim23-1 inh	CCR6 antag	APJ agonist	APJ antag	UPR XBP1 act	Mdm2-MdmX inh
Cc1ccc(-n2c(=O)c3sccc3n(CC(=O)N3CCCC3)c2=O)cc1	3	-0.1	2	-2	9	-4	6	-1	-10
COCCCNC(=S)Nc1ccc(C)cc1	-5	2.2	-5	11	5	-1	-4	0	-7
CCOC(=O)C1=C(C)NC2=C(C(=O)CC(c3cccs3)C2)C1c1cccs1 (stereo unspecified)	42*	3.8	31	13	54*	-11	41*	2	45
NC(=O)c1c(NC(NC(=O)c2ccco2)C(=O)c2ccc(Cl)cc2)sc2c1CCCC2 (stereo unspecified)	8	-0.6	10	13	28	-6	14	-3	-11
CN1C(=O)N(C)C2(c3ccccc3)Nn3c(s/c(=C/c4ccccc4F)c3=O)=NC12c1ccccc1 (stereo unspecified)	.	3.9	.	15	.	-1	3	-1	18
NC(=O)C1=C[C@@H](c2ccc(C(F)(F)F)cc2)C[C@@H](OCCCCO)O1	-2	2.6	-9	14	15	2	4	2	-2
O=C(Nc1nnc(-c2ccccc2F)s1)C1CCN(S(=O)(=O)c2ccc(Cl)cc2)CC1	7	-0.1	12	-2	2	-5	-14	-2	-1
CCN(CC)c1ncc(C#N)c(N)n1	2	-0.7	-6	-7	2	-5	3	0	13

# Further records
Compound	CXCR6 inh	UPR CHOP act	EBI2 antag	tim23-1 inh	CCR6 antag	APJ agonist	APJ antag	UPR XBP1 act	Mdm2-MdmX inh
CCOC(=O)N1CCC(NC(=O)c2ccc3c(=O)n4c(nc3c2)CCCC4)CC1	8	-2.4	-7	-21	-6	-4	8	-1	28
Cc1ccc2oc(-c3cc(NC(=O)c4ncn[nH]4)ccc3O)nc2c1	-5	3.3	-10	-21	8	1	-18	0	1
O=C(O)c1cccnc1SCc1cn2cc(Cl)ccc2n1	5	-1.7	0	-3	-2	-3	-4	-1	9
COc1ccc(CCNC(=O)COc2cc(=O)n(C)c3ccccc23)cc1OC	-11	0.3	5	1	-5	-3	6	-1	27
Cc1cnc(NC(=O)CSc2nnc(-c3cccs3)n2C)s1	1	0.0	-10	6	-3	4	-19	4	-12
CCN(CC)c1ccc2cc(C#N)c(=O)oc2c1	7	1.6	-1	-5	-10	-2	-12	1	14
O=C(CSc1nnc(-c2ccccc2O)o1)Oc1ccc(Br)cc1	-4	-0.3	0	12	3	0	-2	1	11
CCCC(C)NC(=O)COC(=O)c1ccccc1SCC(=O)NC(C)CCC (stereo unspecified)	-1	-2.9	-7	15	5	0	-9	-4	25

# Arranged by heavy-atom count (highest first): some entries from above.
Compound	CXCR6 inh	UPR CHOP act	EBI2 antag	tim23-1 inh	CCR6 antag	APJ agonist	APJ antag	UPR XBP1 act	Mdm2-MdmX inh
CCCC(C)NC(=O)COC(=O)c1ccccc1SCC(=O)NC(C)CCC (stereo unspecified)	-1	-2.9	-7	15	5	0	-9	-4	25
O=C(CSc1nnc(-c2ccccc2O)o1)Oc1ccc(Br)cc1	-4	-0.3	0	12	3	0	-2	1	11
CCN(CC)c1ccc2cc(C#N)c(=O)oc2c1	7	1.6	-1	-5	-10	-2	-12	1	14

# Going on with the list:
Compound	CXCR6 inh	UPR CHOP act	EBI2 antag	tim23-1 inh	CCR6 antag	APJ agonist	APJ antag	UPR XBP1 act	Mdm2-MdmX inh
Cn1cc(S(=O)(=O)N2CCOCC2)cc1C(=O)O	-2	-0.7	-6	4	-3	-3	3	-3	7
O=C(N/N=C/c1cc2c(cc1Br)OCO2)C1COc2ccccc2O1 (stereo unspecified)	-3	8.6	16	22	10	-2	3	6	3
CCOC(=O)Cc1cc(=O)[nH]c(/N=C(/NC(=O)c2ccccc2)Nc2ccccc2C(F)(F)F)n1	-7	0.0	6	-8	14	-7	-10	-2	46
CN(N)C(=S)Nc1ccc(F)cc1	-1	0.6	-8	9	-5	-1	-11	0	8
C=CCOC(=O)CCC(=O)Nc1cccc2ccccc12	2	2.2	-12	11	-13	-1	4	-3	8
CCc1n[nH]c2c1C(=O)CC(C)(C)C2	11	-3.1	-3	7	11	3	5	-2	3
O=C(CNC(=O)c1ccc(Cl)c([N+](=O)[O-])c1)OC1CCCCC1=O (stereo unspecified)	-8	-1.4	-11	9	2	-7	0	-2	2
C=C(c1ccccc1Cl)[n+]1ccccc1	-4	0.2	0	1	13	0	-10	-2	13

# (list continues)
Compound	CXCR6 inh	UPR CHOP act	EBI2 antag	tim23-1 inh	CCR6 antag	APJ agonist	APJ antag	UPR XBP1 act	Mdm2-MdmX inh
Cc1ccc(-n2c(-c3cc(C)n(C)n3)n[nH]c2=S)cc1	-1	-2.3	3	6	-5	-1	-4	0	-7
COC(=O)C1=C(C)N=c2s/c(=C3\C(=O)Nc4ccccc43)c(=O)n2C1c1ccccc1 (stereo unspecified)	.	1.1	.	39	.	0	-74	10	47
CSc1nccc(-c2nn(-c3ccc(C)cc3)ccc2=O)n1	-2	0.5	-2	8	-6	-3	3	2	51*
COC(=O)c1ccccc1NC(=S)NC(=O)CC(C)C	2	-1.5	-2	39	-3	-2	18	1	7
O=[N+]([O-])c1cc(-c2ncccn2)c([N+](=O)[O-])s1	56*	73*	10	51*	85*	-2	6	-5	93*
Cc1noc(C)c1CSc1nc2sc3c(c2c(=O)n1C)CCCC3	6	2.1	18	18	6	0	-6	1	-6
COC(=O)c1ccc(COc2ccccc2/C=C/C(=O)c2ccc(OCC(=O)O)cc2)cc1	1	2.7	-3	23	-6	2	-23	0	4
Cc1cc(C)cc(NC(=S)N(Cc2ccc(Br)cc2)Cc2ccc(C(=O)O)cc2)c1	4	-2.1	0	19	1	-4	8	-1	9
CCOC(=O)C(=O)Nc1nc(-c2ccccc2)c(-c2ccccc2)o1	-7	2.4	-1	41	-2	-1	-9	-2	-11
COc1cccc(C2c3[nH]c4ccccc4c3C[C@H]3C(=O)N(c4ccccc4C(=O)NCCCN4CCOCC4)C(=O)N23)c1 (stereo partly specified)	8	-0.9	3	-2	-7	-2	-4	-2	0
Cc1cc(C)cc(Nc2ccc(C(=O)O)cc2[N+](=O)[O-])c1	14	-0.6	-5	11	29	-3	21	-2	-20

# Compound activity (PubChem)
